# MCL1-BIM inh: inhibitors of human MCL1 binding to BIM-BH3 peptide | GST-MCL1 / FITC-Bim-BH3 fluorescence polarization | 320,000 tested, 0.68% active | Q07820 | inhibition, % at 10.9 µM | AID 2057;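 active = inhibition above the mean inhibition of all tested compounds plus 3 SD, set per campaign, cut at about 40% in these data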;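 note: 0% = DMSO wells and 100% = unlabeled Bim-BH3 peptide control; higher means more loss of mP so more displacement of Bim peptide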
# PME-1 primary: blocks human protein phosphatase methylesterase 1. recombinant PME-1, FP-Rh probe fluorescence polarization. inhibition, % at 5.9 µM. 320,000 tested, 0.53% active;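 active = inhibition above the campaign mean of all compounds plus 3 SD, cut at about 26% in these data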;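 note: competitive labeling of PME-1 active site by serine hydrolase directed probe; 0% = PME-1 with DMSO and 100% = wells lacking PME-1 enzyme; inhibitors block probe labeling so polarization falls and inhibition rises; many of its hits are not listed in these tables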
# Target sequence (Q9Y570 whole entry, looked up): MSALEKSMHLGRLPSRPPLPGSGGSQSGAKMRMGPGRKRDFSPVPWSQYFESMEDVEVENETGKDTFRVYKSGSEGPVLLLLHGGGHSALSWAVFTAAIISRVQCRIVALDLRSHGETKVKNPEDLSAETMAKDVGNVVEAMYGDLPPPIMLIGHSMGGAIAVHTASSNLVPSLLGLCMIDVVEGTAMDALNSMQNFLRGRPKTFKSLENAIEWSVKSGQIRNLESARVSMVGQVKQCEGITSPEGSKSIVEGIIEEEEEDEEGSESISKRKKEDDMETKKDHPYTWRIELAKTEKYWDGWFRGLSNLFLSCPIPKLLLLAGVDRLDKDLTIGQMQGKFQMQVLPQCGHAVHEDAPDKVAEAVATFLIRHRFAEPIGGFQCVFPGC
# GLD-1 RNA inh: GLD-1-TGE RNA interaction inhibition (C. elegans) | purified GLD-1 + fluorescein TGE RNA, fluorescence polarization | inhibition, % at 5.96 µM | 320,000 tested, 0.44% active | AID 2280;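 active = percent inhibition above a per-plate cutoff, the plate mean of test compounds plus 3 SD, cut at about 30% in these data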;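 note: 0% = DMSO wells with GLD-1 and probe and 100% = wells lacking GLD-1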
# Target sequence (Q17339 whole entry, looked up): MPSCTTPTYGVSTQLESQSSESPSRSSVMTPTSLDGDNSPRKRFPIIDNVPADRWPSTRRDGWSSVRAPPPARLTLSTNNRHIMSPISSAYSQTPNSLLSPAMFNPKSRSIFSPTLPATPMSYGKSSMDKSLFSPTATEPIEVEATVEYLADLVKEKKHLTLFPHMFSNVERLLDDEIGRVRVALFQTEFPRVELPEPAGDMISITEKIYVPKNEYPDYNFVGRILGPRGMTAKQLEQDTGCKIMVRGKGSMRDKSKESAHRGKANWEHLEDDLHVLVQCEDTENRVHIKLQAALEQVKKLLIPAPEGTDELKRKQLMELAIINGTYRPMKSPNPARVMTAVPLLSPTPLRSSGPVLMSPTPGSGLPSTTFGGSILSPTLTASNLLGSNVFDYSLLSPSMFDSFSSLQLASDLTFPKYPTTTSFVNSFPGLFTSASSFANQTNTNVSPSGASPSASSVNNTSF
# pPAFAH FP inh: inhibitors of human plasma PAF acetylhydrolase (pPAFAH) | inhibition, % at 3.39 µM | AID 463082 | 330,000 tested, 1.5% active | recombinant pPAFAH, FP-rhodamine probe fluorescence polarization | Q13093;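 active = inhibition above the mean inhibition across the screen plus 3 SD, cut at about 25% in these data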;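 note: inhibitors block binding of the rhodamine activity-based probe so polarization drops; 0% = enzyme with DMSO and 100% = wells lacking pPAFAH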
# PAFAH1B2 FP inh: inhibitors of human PAFAH1B2; P68402; inhibition, % at 3.39 µM; 340,000 tested, 1.2% active; recombinant PAFAH1B2, FP-rhodamine activity probe, fluorescence polarization;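 active = inhibition above the mean of all tested compounds plus 3 SD, cut at about 24% in these data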;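 note: 0% = enzyme with DMSO and 100% = wells lacking PAFAH1B2; many of its hits are not listed in these tables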
# Target sequence (P68402 whole entry, looked up): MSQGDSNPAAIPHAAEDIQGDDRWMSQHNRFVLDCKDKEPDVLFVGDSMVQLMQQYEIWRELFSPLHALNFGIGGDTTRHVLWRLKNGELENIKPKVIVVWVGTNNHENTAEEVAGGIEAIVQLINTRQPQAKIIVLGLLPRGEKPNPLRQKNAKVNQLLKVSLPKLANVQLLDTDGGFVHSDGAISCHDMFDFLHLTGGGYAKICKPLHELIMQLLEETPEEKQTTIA
# Fam108B inh: blocks mouse Fam108B hydrolase in RBBP9 counter-screen; inhibition, % at 9.51 µM; AID 1947; 300,000 tested, 0.33% active; recombinant Fam108B, FP-Rh probe fluorescence polarization;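 active = inhibition above the screen mean inhibition plus 3 SD, computed separately per campaign, cut at about 18% in these data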;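 note: inhibitors lower polarization as less probe binds the enzyme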
# AHR activator: activators of human aryl hydrocarbon receptor. P35869. AHR-responsive luciferase reporter cells, luminescence. activation, % at 5 µM. 320,000 tested, 2.5% active; in the data active = activation above about 47%;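 note: 0% = vehicle wells and 100% = reference agonist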
# MEX-5 binding: C. elegans MEX-5 TCR-2 RNA binding activity; 300,000 tested, 0.38% active; MEX-5/FITC-TCR2 RNA binding, fluorescence polarization; stronger effect = lower value; activity score (negative = inhibition of binding), % at 10 µM; Q9XUB2;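 active = inhibition past about -25% in most replicates, and total fluorescence under double the plate's negative control median, limit read from the data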;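 note: 0% = DMSO and -100% = 5 µM competing unlabeled TCR2 RNA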
# Bcl-xL primary: blocks human Bcl-xL binding to Bim BH3 peptide. inhibition, % at 10.9 µM. GST-Bcl-xL / FITC-Bim BH3 peptide fluorescence polarization. 320,000 tested, 0.7% active. AID 2129. Q07817;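 active = inhibition above the mean of all tested compounds plus 3 SD, cutoff set per campaign, cut at about 30% in these data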;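 note: 0% = DMSO wells and 100% = unlabeled Bim-BH3 peptide competitor; inhibitors lower millipolarization by displacing the labeled peptide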
# The depositor's hits bear a star; nt = not tested or not shown.
SMILES,MCL1-BIM inh,PME-1 primary,GLD-1 RNA inh,pPAFAH FP inh,PAFAH1B2 FP inh,Fam108B inh,AHR activator,MEX-5 binding,Bcl-xL primary
c1ccc(CCCCN2CCN=C2Nc2ccccc2)cc1,2,-1,9,1,3,2,1,nt,3
Cc1nnc2sc(SCC(=O)Nc3ccc(Cl)cc3)nn2c1=O,14,-3,8,-1,3,1,29,-0.9,8
CSc1ccccc1NC(=O)c1ccc(C)o1,3,0,6,-1,3,1,-1,0.4,1
O=C(C[n+]1ccc(/C=C/c2ccccc2)cc1)c1ccc2c(c1)OCCO2,-13,-1,-21,9,-2,-3,0,-1.4,-8
COc1ccc(-c2ccc(=O)n(Cc3ccccc3)n2)cc1,11,2,3,5,7,0,24,1.6,6
CN(C)CCCN(C(=O)c1ccc(S(=O)(=O)N(C)C2CCCCC2)cc1)c1nc2ccc(F)cc2s1,4,1,-2,3,4,1,1,3.0,6
CCN1CCN(C(=O)c2nn(-c3ccccc3)c(=O)c3ccccc23)CC1,6,5,3,0,5,5,1,1.6,4
O=c1c(-c2cccc3ccccc23)[n+]([O-])c2ccccc2n1O,16,1,4,10,2,0,14,-1.6,18
Cc1cc(C)cc(N(C(=O)C2CCCC2)C2C=CS(=O)(=O)C2)c1 (stereo unspecified),9,4,-1,1,0,6,-1,-0.9,10
Cc1ccc(C)c(S(=O)(=O)Nc2cc(SCC(=O)O)c(O)c3ccccc23)c1,36,28*,14,12,72*,29*,31,nt,24
COc1ccccc1-c1nc(S(=O)(=O)c2ccc(Cl)cc2)c(N(C)C)o1,8,-6,2,4,-2,0,2,1.7,4
Cc1cc(-c2n[nH]c(=S)n2Cc2ccco2)nn1C,-6,1,-4,-9,-2,0,7,-4.6,-11
O=C(COC(=O)c1ccccc1Oc1ccccc1)NC1CCS(=O)(=O)C1 (stereo unspecified),5,-1,4,6,2,-4,-1,4.5,3
CCOC(=O)CC1C(=O)NCCN1c1nc2ccc(C)cn2c(=O)c1/C=C1\SC(=S)N(CC(C)C)C1=O (stereo unspecified),-28,-7,-44,-2,-16,-14,0,6.9,-1
O=[N+]([O-])c1cc(S(=O)(=O)N2CCCC2)ccc1N/N=C1/CCCc2ccccc21,2,-1,6,5,3,-2,3,2.2,4
C=CCc1cccc2cc(C(=O)N3CCN(C(=O)c4ccccc4)CC3)c(=O)oc12,4,-2,6,-1,-4,-1,3,2.1,4
CC1=CC(=O)C(C(C)C)=C/C1=N\OC(=O)c1cccc2nc(C)oc12,-3,-13,0,-3,1,2,2,1.4,5
COC(=O)C1Sc2[nH]c(=O)sc2C2c3ccccc3OC(=O)C12 (stereo unspecified),11,0,0,5,5,6,2,-0.7,2
Cn1nccc1C(=O)N1CCN(c2cccc(C(F)(F)F)c2)CC1,11,5,2,2,2,-3,-1,2.3,3
Cc1nccn1CC(O)COc1ccc(Cl)cc1Cl (stereo unspecified),1,2,-3,2,1,-1,-2,-0.4,-1
Cc1ccc(CNC(=O)c2c(C)cc(=O)oc2C)cc1,4,3,3,0,1,10,1,-1.9,-4
Cc1cc(C(C)C)n2c(nc3ccccc32)c1C#N,-5,0,-3,4,nt,5,32,1.0,4
CC(=O)Nc1cccc(C(=O)OCc2ccc([N+](=O)[O-])cc2)c1,6,3,3,1,1,0,3,-0.9,5
COc1cc2nc(Nc3ccc(C)c(Cl)c3)nc(N)c2cc1OC,3,35*,2,22,12,23*,0,-2.1,3
O=C(COC(=O)CNS(=O)(=O)c1ccc(Br)cc1Cl)NCCc1ccccc1,-5,0,4,8,12,-1,30,-1.6,9
CCc1cccc(NC(=O)Cn2cccc2)c1,1,0,2,-3,0,-3,0,2.2,2
CSc1nnc(-c2ccc(O)cc2)n1C,2,5,-1,-2,0,5,0,1.0,0
O=C(c1ccc(Br)o1)N(c1ccccn1)C1CCCCC1,3,-2,1,-1,-3,0,2,-1.6,4
CCOC(=O)Cn1c(=O)oc2cc(S(=O)(=O)N3CCN(c4ccccn4)CC3)ccc21,2,-2,6,-2,3,-2,-3,-1.5,2
Cn1c(SCc2cccc3ccccc23)nnc1-c1ccco1,-2,9,1,3,12,5,-5,-1.4,-1
O=Cc1ccc(-c2ccccc2C(=O)O)o1,0,-2,-4,1,-4,3,-1,0.5,3
COc1ccc(N(CC(=O)N2CCCC2)S(C)(=O)=O)cc1,0,-6,2,1,0,-2,0,0.0,-2
Cc1cc(C(=O)COC(=O)c2ccc(NC(=O)CC#N)cc2)c(C)n1CCc1ccc(F)cc1,-17,-36,-10,11,-7,nt,15,nt,-5
O=C(NCCCN1CCOCC1)c1cc(-c2ccc(Br)cc2)nc2ccccc12,-1,0,2,3,0,-6,75*,2.5,1
CC(=O)Nc1ccc(NC(=O)CCC(=O)Oc2ccc(C)cc2)cc1,-3,0,9,4,-2,3,0,0.6,3
O=C(Nc1ccccc1)c1nc[nH]c1C(=O)N1CCc2ccccc2C1,6,4,-1,0,5,nt,6,nt,3
COCCN(CC(=O)Nc1ccccc1C(F)(F)F)C(=O)/C=C/c1cc(Cl)c2c(c1)OCO2,-9,-3,5,7,5,nt,1,nt,-4
Cc1ccc(S(=O)(=O)N(C)c2ccc(OCC(=O)OCc3c(C)noc3C)cc2)cc1,-22,9,-4,0,1,-3,2,3.0,-7
COc1ccc(-c2cc(C(=O)NNC(=S)NC(=O)c3c(-c4ccccc4)noc3C)[nH]n2)cc1,4,8,-4,13,3,8,0,2.6,8
CC(C)(C)OC(=O)N[C@@H](Cc1c[nH]c2ccccc12)c1nnc(SCC(N)=O)o1,0,1,10,4,6,-2,-2,1.2,-7
COc1cc([C@@H]2c3cc4c(cc3[C@@H](O)[C@H]3COC(=O)[C@H]23)OCO4)cc(OC)c1O[Si](C)(C)C(C)(C)C,3,-5,9,5,-10,-13,1,2.2,4
N#Cc1c(N)n(CCNC(=O)c2cccs2)c2nc3ccccc3nc12,-32,18,-46,7,9,0,-5,-5.4,-18
O=C(NC(Cc1ccccc1)C(=O)N1CCCCC1)c1ccccc1 (stereo unspecified),4,3,12,6,11,-1,0,0.5,4
O=C(Nc1ccccc1Cl)OCc1cncs1,7,-3,-3,7,4,-2,14,2.9,2
Cc1ccc(-c2c(C(=O)N/N=C/c3cccs3)nnn2-c2nonc2N)cc1,11,1,1,2,3,1,2,-2.3,0

# Three entries from above, ordered by formula weight, highest first:
SMILES,MCL1-BIM inh,PME-1 primary,GLD-1 RNA inh,pPAFAH FP inh,PAFAH1B2 FP inh,Fam108B inh,AHR activator,MEX-5 binding,Bcl-xL primary
CC(C)(C)OC(=O)N[C@@H](Cc1c[nH]c2ccccc12)c1nnc(SCC(N)=O)o1,0,1,10,4,6,-2,-2,1.2,-7
COc1ccc(N(CC(=O)N2CCCC2)S(C)(=O)=O)cc1,0,-6,2,1,0,-2,0,0.0,-2
O=Cc1ccc(-c2ccccc2C(=O)O)o1,0,-2,-4,1,-4,3,-1,0.5,3

# The listing continues:
SMILES,MCL1-BIM inh,PME-1 primary,GLD-1 RNA inh,pPAFAH FP inh,PAFAH1B2 FP inh,Fam108B inh,AHR activator,MEX-5 binding,Bcl-xL primary
CC1CCN(C(=O)c2ccc(CNS(=O)(=O)c3ccc(C(C)(C)C)cc3)cc2)CC1,nt,nt,7,15,7,nt,0,nt,nt
CO/N=C/c1ccc(N2CCCC2)c([N+](=O)[O-])c1,-5,2,25,8,1,3,1,-2.2,1
CN1CCN(S(=O)(=O)c2ccc(NC(=S)NC(=O)C3CCCC3)cc2)CC1,16,1,3,-1,8,4,1,0.7,6
Cc1cccc(Nc2nc(N)nc(CN3CCN(C)CC3)n2)c1,7,2,-5,7,4,3,2,1.1,8
O=C1CCN(Cc2ccccc2)C=C1c1ccc2ccccc2c1,nt,nt,0,7,4,nt,83*,nt,nt
CCOc1cc2[nH]c(=O)n(CCC(=O)NCCc3ccccc3)c(=O)c2cc1OCC,4,-6,2,5,5,-3,0,-1.3,6
CCC(C(=O)NC1CCCC1)N(C(=O)Cn1nnc(-c2ccc(C)o2)n1)c1cccc(OC)c1 (stereo unspecified),6,-7,14,2,4,1,-2,1.2,6
NC1CCN(c2c(F)cc3c(=O)c(C(=O)O)cn(C4CC4)c3c2Cl)C1 (stereo unspecified),-12,0,4,0,4,-4,-2,-7.0,-1
CCCCCCSc1nnc(N)s1,-5,-5,3,1,1,-1,0,0.6,2
O=C(CN(C1CCCCC1)S(=O)(=O)c1ccccc1)N1CCCC1,10,3,0,-6,-7,1,-2,-0.7,2
COc1ccc(CNC(=O)Cc2ccc(NC(=O)C3=C(C)OCCS3)cc2)cc1,27,0,-3,24,-3,-4,-3,-3.2,10
Cc1nn2c(-c3ccc(F)cc3)ccnc2c1Cl,7,2,0,2,1,4,58*,-0.7,3
CCOc1nc(-c2ccccc2O)nc2ccccc12,-8,-8,5,-5,-3,-9,21,2.4,-5
CCCn1c(SCC(=O)NC)nnc1C(C)C,8,9,0,-1,4,0,-1,1.6,1
Cc1[nH]c2ccccc2c1CCN(Cc1cccnc1)C(=S)Nc1cccc(F)c1,10,9,7,5,-2,0,1,-1.7,11
COc1ccc(C23NCCN2C(=O)c2ccccc23)cc1 (stereo unspecified),-6,-8,1,-4,7,-3,-2,4.7,-2
O=C(Cc1cccc2ccccc12)N/N=C/C=C/c1cccc([N+](=O)[O-])c1,8,-8,9,3,0,-4,0,-2.7,6
Fc1ccc(-c2nnc3sc(C4COc5ccccc5O4)nn23)cc1 (stereo unspecified),-5,12,-5,-1,7,-3,4,0.1,-1
Cc1cn(S(=O)(=O)c2ccc(Cl)cc2)c(C)n1,10,3,8,0,12,7,3,-1.6,2
O=C(Nc1ccc(C(=O)O)cc1)/C(=C\c1ccc2c(c1)OCO2)NC(=O)c1ccc(Br)o1,0,-2,2,-1,1,2,2,1.7,5
Cc1ccccc1CS(=O)(=O)c1ncc(Cl)c(C(=O)Nc2ccc(F)cc2)n1,17,5,-1,2,0,-1,18,-2.4,8
Cc1ccc(OCc2cc(C(=O)NCc3cnn(-c4cccc(F)c4)c3)no2)cn1,2,3,1,4,3,-2,3,1.1,2
CC(C)C1N(C(N)=S)N=CC1(C)C (stereo unspecified),7,4,-1,1,5,5,-1,1.0,2
Cc1cccc(-n2ncc3c(Nc4ccc(F)cc4)ncnc32)c1,10,-2,15,2,-4,-13,-9,1.5,6
C=CCN1c2ccccc2[C@]23C[C@@H](C(=O)OC)N(C(=O)c4cc(C)oc4C)C2=NC(C(=O)OC)=C(C(=O)OC)[C@H]13,-10,15,5,6,nt,0,-1,2.7,-5
OC(COc1ccc2c(c1)OCO2)CN1CCN(c2ccc(F)cc2)CC1 (stereo unspecified),8,8,2,7,-1,2,1,-1.5,2
CCc1nnc(NS(=O)(=O)c2ccc(NC(=O)c3ccc(Cl)cc3)cc2)s1,1,7,-8,-8,0,8,3,-1.0,2
CN(CC(=O)Nc1ccc(F)c(Cl)c1)S(=O)(=O)c1ccc2c(c1)n(C)c(=O)c(=O)n2C,-6,0,2,-3,0,-2,1,-0.9,4
O=C(c1ccc(OC2CCN(CCc3ccccc3)CC2)cc1)N1CCCC1,2,2,2,3,0,0,3,-0.8,0
Cc1ccccc1NC(=O)c1cnn(-c2ccccc2)c1C,-20,-1,-7,-12,-5,-6,-2,2.8,-12
N=C1/C(=C/c2ccc(Br)o2)C(=O)N=C2SC(CC(=O)N3CCCC3)=NN12,23,-11,-19,5,9,-1,-2,0.0,17
COc1cc(OC)cc(C(=O)NC(C(=O)NCc2ccccn2)C(C)C)c1 (stereo unspecified),3,-2,-3,-1,2,nt,0,nt,0

# Assay outcomes (PubChem BioAssay)

# Only part of the results is shown (hit frequency here may not be typical).
